# Compound activity: PubChem, National Center for Advancing Translational Sciences (NCATS)
# D2 antag: antagonizes the human D2 dopamine receptor. P14416. HEK293 TREx D2 cells, calcium flux, dopamine EC80. inhibition, % at 10 µM. actives 2% (n = 340,000). AID 485344; in the data active means inhibition above about 30%; further: 0% is about no effect
#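 Tetracycline-induced HEK293 T-REx cells expressing D2 force-coupled to calcium signalling were dye-loaded, exposed to compound for 180 s, then challenged with an EC80 of dopamine; calcium flux was followed kinetically for a further 180 s.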
# D2 ag: activates the human D2 dopamine receptor; P14416; HEK293 T-REx D2 cells, calcium flux agonist mode; activation, % at 2 µM; actives 0.53% (n = 340,000);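 active means activation over 3 SD above normal in the single-dose calcium agonist read, cut at about 30% in these data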; further: 0% is about no effect
#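 Calcium-flux readout, 1 cycle/sec over 180 s following compound pin transfer, in inducible HEK293 Trex D2 cells (force-coupled); dopamine controls included. Positive calcium responses during this window marked compounds as potential agonists.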
# D1 agonist: activates the human D1 dopamine receptor; P21728; HEK293 T-REx D1 cells, calcium flux, agonist mode; activation, % at 2 µM; actives 1% (n = 360,000); AID 504660; in the data active means activation above about 30%; further: 0% is about no effect
# Target sequence (P21728 whole entry, looked up): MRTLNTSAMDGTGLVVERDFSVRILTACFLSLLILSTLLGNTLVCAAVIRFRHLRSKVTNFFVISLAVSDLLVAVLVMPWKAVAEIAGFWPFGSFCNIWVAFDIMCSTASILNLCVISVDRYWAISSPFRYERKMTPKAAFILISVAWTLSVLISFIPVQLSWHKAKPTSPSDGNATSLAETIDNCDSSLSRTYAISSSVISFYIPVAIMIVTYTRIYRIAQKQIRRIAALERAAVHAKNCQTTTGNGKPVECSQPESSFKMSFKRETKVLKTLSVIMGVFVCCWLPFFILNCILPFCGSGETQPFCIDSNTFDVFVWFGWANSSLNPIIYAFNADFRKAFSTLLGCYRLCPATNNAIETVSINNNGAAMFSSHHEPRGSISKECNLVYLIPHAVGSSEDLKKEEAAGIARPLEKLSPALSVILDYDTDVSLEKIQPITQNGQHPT
#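 Tetracycline-induced HEK293 TREx D1 cells, force-coupled to calcium signalling, were dye-loaded with a no-wash calcium kit. Compound was pin-added after a 10 s baseline. Fluorescence was read kinetically at 1 cycle/s for 180 s, with calcium rises flagged as agonism.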
# RXFP1 agonist: agonists of human relaxin receptor RXFP1; actives 0.3% (n = 370,000); Potency, µM (highest dose often 57.5 µM), without a hit: top-dose activation, most hits filed as activators; HEK293T-RXFP1 cAMP TR-FRET, 30 min; response scale: percent of porcine relaxin response, buffer zero; Q9HBX9; active means well fitted activation curve with a large enough effect; inconclusive means small, poorly fitted or top-dose-only effect; further: potency means the concentration at half of the fitted maximal effect; on the % scale 0 is the no-effect control and ±100 the full control effect; nearly all actives have a fitted effect of over 60% in size; many of its hits are not listed in these tables
#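 cAMP rise read by TR-FRET after 30 min, 37C compound exposure (up to 58 uM) in RXFP1-transfected HEK293 cells with Ro 20174 present. EC50 from Hill-equation fits, with 29 nM porcine relaxin as 100% and buffer as basal.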
# D1 antag: blocks dopamine activation of the human D1 receptor. AID 504652. P21728. activity change, negative = inhibition, % at 10 µM. HEK293 TREx D1 cells, calcium flux, dopamine EC80; stronger effect = lower value. actives 3.2% (n = 360,000); in the data active means activity change below about -30%; further: on the % scale 0 is the no-effect control and ±100 the full control effect
#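 Cells carrying a force-coupled, tetracycline-inducible human D1 receptor report calcium flux. Each well gets a 10 s baseline, compound with 180 s monitoring, then an EC80 dopamine stimulus with a second 180 s kinetic read.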
# TRHR PAM: allosterically enhances the human TRH receptor; P34981; TRHR cells, fluo-8 calcium fluorescence, EC20 TRH enhancement; enhancement, % at 2 µM; actives 0.66% (n = 360,000); AID 493056; in the data active means enhancement above about 30%; further: 0% is about no effect
# Target sequence (P34981 whole entry, looked up): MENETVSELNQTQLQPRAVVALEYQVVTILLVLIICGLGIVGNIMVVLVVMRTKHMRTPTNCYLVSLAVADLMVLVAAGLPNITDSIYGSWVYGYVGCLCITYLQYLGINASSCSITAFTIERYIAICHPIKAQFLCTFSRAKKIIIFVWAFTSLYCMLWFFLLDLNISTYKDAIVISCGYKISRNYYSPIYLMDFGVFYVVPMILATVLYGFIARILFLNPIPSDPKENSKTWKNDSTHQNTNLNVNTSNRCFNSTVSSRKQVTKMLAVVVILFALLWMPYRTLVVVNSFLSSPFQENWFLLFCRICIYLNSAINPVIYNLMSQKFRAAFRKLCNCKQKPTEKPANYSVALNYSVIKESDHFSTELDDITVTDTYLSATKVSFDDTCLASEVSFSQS
#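 TRHR-expressing cells loaded with fluo-8 calcium dye were read kinetically (ex 480/em 530) during compound addition, then stimulated with an EC20 of TRH (10 nM final). Enhancement of the Gq-mediated intracellular calcium response was scored.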
# D1 potentiator: enhances dopamine response at the human D1 receptor; actives 0.036% (n = 360,000); P21728; AID 504651; potentiation, % at 10 µM; HEK293 TREx D1 cells, calcium flux, dopamine EC20 potentiation; in the data active means potentiation above about 30%; further: 0% is about no effect
# D2 potentiator: positively modulates the human D2 dopamine receptor allosterically. HEK293 T-REx D2, calcium flux, EC20 dopamine potentiation. actives 0.34% (n = 340,000). AID 485347. P14416. potentiation, % at 10 µM;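 active means potentiation over 3 SD above the plate norm, cut at about 30% in these data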; further: 0% is about no effect
#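 Tetracycline-induced HEK293 T-REx cells force-coupled to calcium signalling expressed D2; compounds were pin-added after a 10 s baseline, read kinetically 180 s, then an EC20 dopamine challenge followed with a further 180 s calcium read.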
# RXFP1 antag: RXFP1 (human) relaxin receptor antagonism | actives 0.59% (n = 350,000) | Q9HBX9 | activity change, negative = inhibition, % at 57.5 µM | HEK293-RXFP1, relaxin-stimulated cAMP HTRF, 30 min; stronger effect = lower value;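 active means activity change of -60% or lower, but not beyond a set lower limit; inconclusive means change between -60% and -40%, or beyond the set limit; inactive means change above -40%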; further: on the % scale 0 is the no-effect control and ±100 the full control effect
# * = called active by the depositor; u = inconclusive; x = not tested or not shown. Not all compounds are listed. The share of hits here may be higher or lower than overall.
SMILES,D2 antag,D2 ag,D1 agonist,RXFP1 agonist,D1 antag,TRHR PAM,D1 potentiator,D2 potentiator,RXFP1 antag
COCCCn1c(=O)c2sccc2n(Cc2ccccc2)c1=O,1,1.0,1,5.1%,-2,-6,2,2,-7
N#Cc1c(NC(=O)CSc2nnnn2C2CCCC2)sc2c1CCCC2,6,-0.8,4,-0.7%,1,0,-5,10,2
CCOc1ccc(CNC(=O)c2ccc3nc(CC)c(CC)nc3c2)cc1,x,-0.5,6,4.8%,-8,3,-4,-4,-20
O=C(NCc1ccccc1)C(c1ccccc1F)N(CC1CCCO1)C(=O)c1ccccn1 (configuration not stated),3,0.1,3,0.3%,-8,-5,-8,17,-4
Cc1cc(C)n(C2CCCCC2OC(=O)CCc2ccccc2)n1 (configuration not stated),3,-0.7,0,-1.1%,-2,2,2,0,2
O=S(=O)(Nc1ccc(-c2ccc(N3CCCCC3)nn2)cc1)c1ccc(OC(F)(F)F)cc1,x,1.3,5,-2.4%,-17,9,1,16,-20
O=C1CN(C(=O)COC(=O)c2oc3ccccc3c2COc2ccccc2)c2ccccc2N1,-2,0.8,3,1.2%,9,7,1,-1,13
CC(C)n1nnnc1SCC(=O)NCCc1ccccc1,-10,-0.2,2,-3.7%,-2,7,-1,13,-2
CC(C)N(CC(=O)Nc1ccc(Cl)cc1C(F)(F)F)C(=O)CCl,13,2.6,1,-1.1%,13,6,4,1,-17
O=C(CCC(=O)c1ccc(Oc2ccccc2)cc1)Nc1cccc(Cl)c1,x,x,6,5.8%,-3,-8,-6,x,-4
Cc1ccccc1NC(=S)Nc1ccc2[nH]c(=O)[nH]c2c1,2,-0.1,2,1.2%,-4,0,0,-4,15
Cc1cc(C)c2ccc(NN)nc2c1O,10,1.2,1,2.2%,-1,8,-2,-10,-3
CCCn1c(O)c(CN2CCCCC2)c(C)c(C#N)c1=O,13,14,10,-0.2%,7,-7,-1,-15,-6
CN(Cc1cccnc1)C(=O)CC1C(=O)NCCN1Cc1ccc(-c2ccccc2)cc1 (configuration not stated),0,0.6,3,1.8%,-10,3,-2,6,-19
O=Cc1cn(CCC(=O)O)nc1-c1cc2ccccc2o1,-7,0.7,2,-0.6%,5,4,1,-1,5
Cc1nnc(NC(=O)C(C)Sc2nnc(-c3ccco3)n2C)s1 (configuration not stated),0,-2.8,0,u,-2,2,12,x,9
COc1ccc(C(=O)Nn2c(C)nc3ccccc3c2=O)c(OC)c1,-17,0.2,4,3.4%,-13,-2,0,12,10
CC(C)(C)N(NC(=O)Nc1ccccc1)C(=O)c1ccccc1Cl,7,0.1,4,2.9%,-10,-3,-5,4,x
CCOc1ccc(Cl)cc1S(=O)(=O)NCc1cccnc1,-1,-0.1,4,-0.4%,4,4,-27,-4,-2
O=C(CC(Cc1ccccc1)c1ccco1)NC1CCCCC1 (configuration not stated),-7,-0.1,3,0.0%,3,1,7,-5,4
O=C(CSc1nc2ccccc2n1CC(=O)N1CCCC1)N1CCN(C(=O)c2ccco2)CC1,-11,-1.1,0,1.3%,4,0,2,2,-20
COc1ccc(C(C)(C)C)cc1NC(=O)CCCn1c(=O)oc2ccccc21,51*,-2.0,1,0.2%,0,2,-1,-28,22
O=C(CN1CCN(Cc2cccc3ccccc23)CC1)NCCc1ccccc1,-16,0.1,13,0.0%,-10,16,-7,23,-35
Fc1cc(F)c2nc(N3CCOCC3)sc2c1,-22,0.1,0,-0.5%,-19,1,-3,4,-13

# Quoted at random: 6 records from the list, in no set order.
SMILES,D2 antag,D2 ag,D1 agonist,RXFP1 agonist,D1 antag,TRHR PAM,D1 potentiator,D2 potentiator,RXFP1 antag
O=Cc1cn(CCC(=O)O)nc1-c1cc2ccccc2o1,-7,0.7,2,-0.6%,5,4,1,-1,5
CCOc1ccc(Cl)cc1S(=O)(=O)NCc1cccnc1,-1,-0.1,4,-0.4%,4,4,-27,-4,-2
COc1ccc(C(=O)Nn2c(C)nc3ccccc3c2=O)c(OC)c1,-17,0.2,4,3.4%,-13,-2,0,12,10
Cc1nnc(NC(=O)C(C)Sc2nnc(-c3ccco3)n2C)s1 (configuration not stated),0,-2.8,0,u,-2,2,12,x,9
O=C(CN1CCN(Cc2cccc3ccccc23)CC1)NCCc1ccccc1,-16,0.1,13,0.0%,-10,16,-7,23,-35
COc1ccc(C(C)(C)C)cc1NC(=O)CCCn1c(=O)oc2ccccc21,51*,-2.0,1,0.2%,0,2,-1,-28,22

# (listing goes on)
SMILES,D2 antag,D2 ag,D1 agonist,RXFP1 agonist,D1 antag,TRHR PAM,D1 potentiator,D2 potentiator,RXFP1 antag
Cc1ccc(S(=O)(=O)N(C)CC(=O)Nc2ncccc2C)cc1,6,-0.4,1,-0.7%,1,1,-5,-4,-7
O=C1CC(c2c(F)cccc2Cl)C(n2cncn2)C(O)=C1C1NCCc2ccccc21 (configuration not stated),-4,0.8,3,0.8%,0,26,0,13,-5
O=C1C2C3C=CC(C3)C2C(=O)N1CCCO (configuration not stated),-16,0.6,0,0.0%,5,8,-4,-1,-3
CC1(C)C(=O)Nc2ccccc2N1C(=O)CSc1nc(-c2ccccc2)cs1,5,-1.1,5,-0.7%,-24,2,-5,8,-18
Cc1ccc2nc(CN3CCN(C(=O)Nc4cccc(C)c4C)CC3)oc2c1,x,x,-1,3.3%,10,-2,0,-5,x
O=C(CCC(=O)c1ccc(F)cc1)Nc1cccc(C(F)(F)F)c1,-26,-0.5,1,0.3%,-1,0,-4,-27,-6
COc1ccc(CN2CCCC(N3CCN(c4ccc(OC)cc4)CC3)C2)cc1 (configuration not stated),-2,0.7,3,-0.8%,16,10,-2,2,9
CO/N=C(\c1nonc1N)N1CCN(c2ccc(Cl)cc2[N+](=O)[O-])CC1,x,x,3,0.3%,-9,14,-6,x,-8
O=C(NCc1cccs1)c1ccncc1,-8,1.2,8,0.1%,-5,-3,-4,2,9
CCOC(=O)c1oc2ccccc2c1NC(=O)Cc1cccs1,-2,0.0,4,0.4%,-3,0,-4,11,-9
COc1ccc(CNC(=O)C2CCC(CNc3c(N4CCC(C)CC4)c(=O)c3=O)CC2)cc1 (configuration not stated),-15,-0.2,2,1.9%,-5,5,-3,13,-3
CCNc1nc(NCC)n2c(SCC(=O)Nc3ccccc3C(F)(F)F)nnc2n1,3,0.1,1,0.0%,-29,-2,-5,2,-10
NC(=O)c1ccc2c(=O)n3c(-c4cc(Cl)c(N)c(Cl)c4)csc3nc2c1,-7,0.8,1,0.0%,-25,3,-4,6,x
COc1cc(OC)cc(-c2nnc(NC(=O)CCS(=O)(=O)c3ccc(C)cc3)o2)c1,-3,-1.2,3,0.3%,1,-3,-8,9,-11
COc1ccc(C(=S)N2CCN(c3ccccc3C)CC2)cc1,5,-3.0,3,1.3%,8,-14,9,6,-4
O=C(COC(=O)CCN1C(=O)c2cccc([N+](=O)[O-])c2C1=O)NCc1ccccc1,-19,1.2,1,6.1%,-13,0,-4,-9,-3
CN(C)C(=S)Nc1ccc(Cc2ccncc2)cc1,-10,-0.2,4,-1.1%,3,-10,0,5,21
CCC(C)n1nccc1NC(=O)C(C)OC(=O)c1cc2ccccc2[nH]1 (configuration not stated),-2,-0.5,4,0.4%,-25,-2,-9,25,-14
CCCCc1nnc(NC(=O)Cc2ccc(S(=O)(=O)N3CCOCC3)s2)s1,24,-0.3,-1,0.4%,-1,9,9,16,10
COc1cc(C(=O)NCCC(C)C)c([N+](=O)[O-])cc1OC,2,-0.9,1,-3.8%,2,4,-2,17,-5
COc1ccc(NC(=O)Cc2nnc(SCC(=O)c3ccc(F)cc3)n2C)cc1,-18,0.6,0,0.2%,-7,3,0,x,-3
COCCCNC(=O)c1ccc2c(c1)N(Cc1ccccc1)C(=O)c1ccccc1S2,x,x,-2,0.1%,0,9,0,11,-31
CC(=O)NC(CCS(C)(=O)=O)C(=O)Nc1cccc(C)c1 (configuration not stated),9,0.9,-1,0.2%,9,-4,-5,2,3
CC(NC(=O)Nc1cccc(F)c1)c1ccc2c(c1)OCO2 (configuration not stated),-8,-1.1,10,-1.0%,-16,-3,-1,-13,0

# The closing 2 compounds of the part above lead into the next.
SMILES,D2 antag,D2 ag,D1 agonist,RXFP1 agonist,D1 antag,TRHR PAM,D1 potentiator,D2 potentiator,RXFP1 antag
CC(=O)NC(CCS(C)(=O)=O)C(=O)Nc1cccc(C)c1 (configuration not stated),9,0.9,-1,0.2%,9,-4,-5,2,3
CC(NC(=O)Nc1cccc(F)c1)c1ccc2c(c1)OCO2 (configuration not stated),-8,-1.1,10,-1.0%,-16,-3,-1,-13,0
Cc1c(N2C(=O)c3ccccc3C2=O)c(=O)n(-c2ccccc2)n1C,13,0.1,2,2.5%,-22,-3,1,5,-9
COc1ccc(C(=O)N(C)Cc2ccccc2F)cc1S(=O)(=O)N1CCCC1,x,x,7,-1.0%,-8,-7,x,x,0
COc1ccc(Cl)cc1NC(=O)Cn1nc(C(F)(F)F)c2c1CCCC2,x,-1.5,4,0.8%,-2,4,-1,12,x
CCc1ccc(N(CC)C(=O)Cn2c(=O)oc3ccccc32)cc1,x,0.2,1,1.2%,2,5,2,13,-11
CCN(C(=O)C1CCN(S(=O)(=O)c2cccc3nonc23)CC1)c1ccccc1,-14,-1.2,1,0.2%,9,-12,2,-7,-1
O=C(NNC(=O)c1ccc(Br)o1)c1csc(N2CCOCC2)n1,9,0.2,6,-0.1%,-6,-5,-1,-7,-8
Cc1cccc(N2CCN(C(=S)Nc3ccc4nc(N5CCOCC5)cc(C)c4c3)CC2C)c1 (configuration not stated),-1,-1.0,0,7.0%,-21,5,-12,14,-6

# 2 entries from above, field by field:
Cc1cccc(N2CCN(C(=S)Nc3ccc4nc(N5CCOCC5)cc(C)c4c3)CC2C)c1 (configuration not stated)
  D2 antag = -1	D2 ag = -1.0	D1 agonist = 0	RXFP1 agonist = 7.0%	D1 antag = -21	TRHR PAM = 5	D1 potentiator = -12	D2 potentiator = 14	RXFP1 antag = -6

CCN(C(=O)C1CCN(S(=O)(=O)c2cccc3nonc23)CC1)c1ccccc1
  D2 antag = -14	D2 ag = -1.2	D1 agonist = 1	RXFP1 agonist = 0.2%	D1 antag = 9	TRHR PAM = -12	D1 potentiator = 2	D2 potentiator = -7	RXFP1 antag = -1
